# Compound activity (PubChem BioAssay)
# TDP1 block = TDP1 (human) enzyme inhibition; 350,000 tested, 0.28% active; Q9NUW8; Potency, µM (titrated, usually from 130 µM), for inactives: at the top dose activity change, negative = inhibition, usual class: inhibitors; AID 485290; recombinant TDP1, AlphaScreen DNA substrate cleavage; further: nearly all actives have a fitted effect of over 40% in size
# Target sequence (Q9NUW8 whole entry, looked up): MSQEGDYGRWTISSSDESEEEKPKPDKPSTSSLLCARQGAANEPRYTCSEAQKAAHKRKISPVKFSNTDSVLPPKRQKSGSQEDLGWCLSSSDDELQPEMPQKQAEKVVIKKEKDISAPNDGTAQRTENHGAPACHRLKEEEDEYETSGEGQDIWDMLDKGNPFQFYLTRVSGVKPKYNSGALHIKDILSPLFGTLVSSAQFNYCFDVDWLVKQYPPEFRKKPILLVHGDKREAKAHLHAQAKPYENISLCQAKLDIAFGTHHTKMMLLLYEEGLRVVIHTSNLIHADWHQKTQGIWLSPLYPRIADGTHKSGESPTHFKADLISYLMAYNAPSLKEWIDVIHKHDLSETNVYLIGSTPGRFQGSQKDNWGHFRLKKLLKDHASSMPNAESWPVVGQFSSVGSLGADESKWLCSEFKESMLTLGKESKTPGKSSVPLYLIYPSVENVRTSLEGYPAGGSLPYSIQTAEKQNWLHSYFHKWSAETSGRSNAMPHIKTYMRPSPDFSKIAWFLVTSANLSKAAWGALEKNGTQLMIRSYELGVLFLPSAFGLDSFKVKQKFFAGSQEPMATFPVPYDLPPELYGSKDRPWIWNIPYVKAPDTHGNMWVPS
#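 Recombinant E. coli-expressed Tdp1 (1 nM) preincubated with compound 15 min at RT, then 5'-biotin/3'-phosphotyrosine-FITC DNA substrate (15 nM) added for 5 min. AlphaScreen beads (10 ug/ml) added, 10 min RT; tyrosine-FITC cleavage read as signal loss.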
# DT40 TDP1 no CPT = qHTS for Inhibitors of human tyrosyl-DNA phosphodiesterase 1 (TDP1): qHTS in cells in absence of CPT; DT40 Tdp1-/- hTDP1 cells, no CPT, ATP luminescence, 48 h; Potency, µM (doses to about 46.2 µM), without a hit: at the highest dose activity change, negative = growth inhibition, actives largely listed as inhibitors; 420,000 tested, 15% active; further: nearly all actives have a fitted effect of over 55% in size
#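 Camptothecin absent (DMSO only). Human TDP1-complemented DT40 knockout cells, 400 cells/well, 37 °C for minimum 48 hr; ATP measured via CellTiter-Glo, 30 min dark incubation, luminescence.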
# N370S GC = N370S glucocerebrosidase modulation, Gaucher chaperone candidate. P04062. N370S GC spleen homogenate, 4MU-glucoside fluorescence. Potency, µM (top dose mostly 59.4 µM), inactives show top-dose activity change, negative = inhibition, hits mostly inhibitors. 330,000 tested, 0.092% active. AID 2101;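 further: 0% = full enzyme activity and -100% = no enzyme basal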
# Active calls of the source: *; ? = inconclusive; . = no result given; & = joins results of further samples; [ ] = dose if it differs, or a comment. The call rests on the fitted dose curve; in most records, active means well fitted curve in the direction sought with a large enough effect; inconclusive means small, poorly fitted or top-dose-only effect, or another doubt; inactive means no such curve, though single readings can be large; an effect the other way counts as inactive or inconclusive. Unless noted, on the % scale 0 is the no-effect control and ±100 the full control effect; potency means the concentration at half of the fitted maximal effect. Not all compounds are listed; count on the stated rates, not on these rows.
SMILES,TDP1 block,DT40 TDP1 no CPT,N370S GC
O=C(C1CCC(CNc2c(N3CCCC3)c(=O)c2=O)CC1)N1CCc2ccccc21 (stereo not given),.,?,-5.8%
Cc1onc(-c2ccccc2)c1C(=O)NCC1CCN(C(=O)c2c(-c3ccccc3)noc2C)CC1,-2.0%,-33.8%,2.7%
O=c1c2ccccc2n2c(-c3ccc(C(F)(F)F)cc3)nnc2n1Cc1ccccc1,5.5%,?,11.6%
CC(C)(C)NC(=O)N1CCCC(C(=O)c2cccc(Cl)c2)C1 (stereo not given),-1.2%,-3.7%,1.4%
COc1ccc(CN2CCN(Cc3ccc(C)cc3)CC2)c(OC)c1,.,?,-8.2%
Cc1cc(=O)n2[nH]c(-c3ccc(F)cc3)nc2n1,5.2%,?,-6.6%
Cc1ccsc1/C=N/Nc1ccc(C(=O)O)cc1,.,-2.6%,?
O=C(Nc1ccsc1C(=O)N1CCCC1)c1ccccc1,2.9%,20.6µM*,7.0%
CCCCN(CC)C(=O)Cn1ncc2c1-c1cc(C)ccc1OC2,-2.0%,?,-1.0%
CCn1c(SCC(=O)N2CCCC2)nnc1-c1ccc(S(=O)(=O)N2CCCCCC2)cc1,5.3%,?,-2.9%
Cc1cc(C)n(-c2ccc(Cl)c(C(=O)Nc3ccc(-c4nnc5n4CCCCC5)cc3)n2)n1,6.1%,1.84µM*,5.0%[2.35 µM]
CC1CCC(NC(=O)CCc2cn(Cc3ccccc3Cl)c3ccccc23)CC1 (stereo not given),0.0%,?,.
COc1c(C)cc(C(=O)C2CCCN(C(=O)c3cc(C4CC4)[nH]n3)C2)cc1C (stereo not given),3.9%,?,4.2%
Cc1cccc2c1-c1sc(C(=O)N3CCCCC3)cc1CO2,.,?,-19.0%
CCOC(=O)N1CCC(N2Cc3cccc(C(=O)Nc4c(C)cccc4CC)c3C2=O)CC1,5.5%,23.1µM*,-4.8%
COc1ccc(NC(=O)NNC(=O)C(C)Oc2ccc3ccccc3c2)cc1 (stereo not given),3.1%,1.6%,-8.9%
O=C(CN1C(=O)NC(c2ccccc2)(c2ccccc2)C1=O)Nc1ccc(N2CCOCC2)cc1,6.1%,?,.
COc1cc(C(=O)OC(C)C(=O)Nc2ccc3c(c2)OCCO3)cc(OC)c1OC (stereo not given),0.0%,?,.
COc1ccc(NC(=O)/C(=C\c2ccc(OC)c(OC)c2)NC(=O)c2ccco2)cc1,3.8%,12.3%,1.9%
S=C(Nc1cccc2ccccc12)N1CCN(c2ncccn2)CC1,5.2%,-28.5%,12.6%

# Complete entries from above. Order of values: TDP1 block, DT40 TDP1 no CPT, N370S GC
# Cc1cc(=O)n2[nH]c(-c3ccc(F)cc3)nc2n1 is entered as 5.2%, ?, -6.6%
# CC(C)(C)NC(=O)N1CCCC(C(=O)c2cccc(Cl)c2)C1 (stereo not given) is entered as -1.2%, -3.7%, 1.4%
# S=C(Nc1cccc2ccccc12)N1CCN(c2ncccn2)CC1 is entered as 5.2%, -28.5%, 12.6%
# O=C(CN1C(=O)NC(c2ccccc2)(c2ccccc2)C1=O)Nc1ccc(N2CCOCC2)cc1 is entered as 6.1%, ?, .
# COc1ccc(NC(=O)/C(=C\c2ccc(OC)c(OC)c2)NC(=O)c2ccco2)cc1 is entered as 3.8%, 12.3%, 1.9%

# Further entries follow:
SMILES,TDP1 block,DT40 TDP1 no CPT,N370S GC
CCCN1C(=O)C(O)(C2COC(C)(C)CC2=O)c2ccccc21 (stereo not given),2.5%,13µM*,-5.1%
Cc1ccc(C)n1-c1ccc(C(=O)O)cc1,7.94µM*,.,2.2%
N#Cc1cc(Oc2cccc3cccnc23)c(-n2nnc3ccccc32)cc1C#N,9.4%,7.94µM*,11.1%
Cc1ccc(NC(=O)N2CCN(C(=O)C3CCCO3)CC2)cc1 (stereo not given),0.7%,12.4%,-16.0%
Cc1ccccc1Cc1c(C)nc2nc(SCC(=O)NCCc3ccc(Cl)cc3)nn2c1C,2.9%,?,.
Cc1cc(C(F)(F)F)nn1CC(=O)Nc1ccc(Br)c2cccnc12,4.9%,-21.4%,2.8%
CCC(=O)c1ccc(OCc2ccc(C#N)cc2)cc1,1.8%,?,2.9%
COc1ccc(-c2csc(NC(=O)CS(=O)(=O)c3ccccc3)n2)cc1,.,23.1µM*,-6.5%
Cc1ccc(O)c(C(=O)c2cnc3c(c2)CN(C)C(=O)N3)c1,-2.3%,?,-13.1%
COc1ccc(CC(=O)OCC(=O)N2CCCC(C)C2)cc1 (stereo not given),1.0%,-10.4%,-11.5%
CSc1nc2c(ccc3ccccc32)o1,.,-10.5%,6.2%
O=C(Nc1ccccc1)OC1CCS(=O)(=O)C1 (stereo not given),-2.7%,-13.5%,-29.2%
CCN(CC)CCCNC(=O)c1oc2ccc3c(c2c1C)C(O)CC(C)(C)O3 (stereo not given),.,1.8%,-8.6%
CCCP(=O)(CCC)CCP(=O)(c1ccccc1)c1ccccc1,2.7%,0.0%,14.3%
O=C(CN1C(=O)S/C(=C\c2cccs2)C1=O)Nc1ccc(O)cc1C(=O)O,6.7%,-2.0%,-12.2%
COc1ccccc1N1CCN(C(=O)C(=O)c2cn(CC(=O)N3CCCC3)c3ccccc23)CC1,6.4%,0.2%,-9.4%
N#CCCn1c(=O)c(-c2ccc(Cl)cc2)nc2cnc(Nc3ccccc3)nc21,.,-4.9%,-3.2%
Cn1nnnc1SCC1=C(C(=O)O)N2C(=O)C(NC(=O)C(O)c3ccccc3)C2SC1 (stereo not given),?,-4.1%,1.7%
NCCCC[C@H](N)C(=O)N[C@@H](CCCN=C(N)N)C(=O)N1CCC[C@H]1C(=O)N1CCC[C@H]1C(=O)NCC(=O)N[C@@H](Cc1ccccc1)C(=O)N[C@@H](CO)C(=O)N1CCC[C@H]1C(=O)N[C@@H](Cc1ccccc1)C(=O)O,6.2%,.,-1.1%
CCN(CC(=O)Nc1c(F)cccc1F)C(=O)c1cc([N+](=O)[O-])ccc1N1CCCCC1,.,-24.0%,-3.1%

# The final 2 entries of the part before are carried over, then new ones follow:
SMILES,TDP1 block,DT40 TDP1 no CPT,N370S GC
NCCCC[C@H](N)C(=O)N[C@@H](CCCN=C(N)N)C(=O)N1CCC[C@H]1C(=O)N1CCC[C@H]1C(=O)NCC(=O)N[C@@H](Cc1ccccc1)C(=O)N[C@@H](CO)C(=O)N1CCC[C@H]1C(=O)N[C@@H](Cc1ccccc1)C(=O)O,6.2%,.,-1.1%
CCN(CC(=O)Nc1c(F)cccc1F)C(=O)c1cc([N+](=O)[O-])ccc1N1CCCCC1,.,-24.0%,-3.1%
Cc1nc2ccc(S(=O)(=O)CCC(=O)Nc3ccc(C(C)C)cc3)cc2s1,5.1%,?,.
COc1ccc(C(=O)N(Cc2nc(-c3ccc(C)cc3)no2)C2CCCCC2)cc1OC,1.1%,?,23.5%
Cc1ccc(-n2c(C)nc3c(cnn3-c3ccccc3Cl)c2=O)cc1C,5.1%,-27.0%,-1.5%
C/C(=N\NC(=O)c1c(Cl)cnn1C)c1ccc(NC(=O)c2ccncc2)cc1,0.0%,20.6µM*,-0.5%
Nc1nc(SCc2c(Cl)cccc2Cl)n[nH]1,5.1%,-23.0%,-0.1%
O=C(c1ccc(S(=O)(=O)N2CCC(c3nc4ccccc4[nH]3)CC2)cc1)N1CCOCC1,-5.1%,-2.0%,6.3%
Cc1nc(C(C)NC(=O)c2ccc(OC3CCN(Cc4ccccn4)CC3)cc2)c(C)s1 (stereo not given),6.4%,0.9%,0.8%
COc1ccc2nc(SCc3cnc(C)nc3N)[nH]c2c1,6.5%,-10.8%,-1.7%
Cc1ccc(NC(=S)NCc2ccccc2)cc1[N+](=O)[O-],-1.4%,?,1.3%
CC(C)NS(=O)(=O)c1ccc(OCC(=O)N2CCc3ccccc3C2)cc1,-10.1%,-23.5%,2.3%
Cc1ccc(NC(=S)N2CCCCC2CO)cc1C (stereo not given),.,-5.8%,7.4%
O=C(Nc1nc2ccc(SC(F)F)cc2s1)c1ccc(NS(=O)(=O)c2ccc(F)c(F)c2)cc1,2.4%,?,-16.8%
CCC(C)NC(=O)C1c2ccccc2C(=O)N1Cc1ccc(F)cc1 (stereo not given),.,2.4%,-1.8%
COc1cc(C(CC(=O)Nc2ccccn2)N2Cc3ccccc3C2=O)cc(OC)c1OC (stereo not given),.,-4.6%,-18.2%
CCc1nnc(NC(=O)C2=CCN(S(=O)(=O)c3ccc(F)cc3)CC2)s1,1.9%,1.6%,0.0%
CCOC(=O)CN1CC23C=CC(O2)C(C(=O)NCc2ccccc2OC)C3C1=O (stereo not given),5.4%,-12.8%,2.6%
O=C(NC1CC1)c1cc2ccccc2o1,4.0%[56.1 µM],8.4%,1.5%
CC(O)Cc1nsc(NC(=O)c2cccs2)n1 (stereo not given),-3.9%,-1.3%,0.3%
Nc1ccc(NC(=O)c2ccc(C(=O)Nc3ccc(N)cc3)cc2)cc1,79.4µM*,-3.4%,0.2%
CCOc1ccc(C(=O)NCC(=O)NNC(=O)c2cc(C)oc2C)cc1OCC,1.4%,24.7%,.
O=C(Nc1cnn(Cc2c(Cl)cccc2Cl)c1)c1ccc([N+](=O)[O-])cc1,2.0%,16.4µM*,10.8%
CCc1cc(C(=O)N2CCN(C(=O)c3ccco3)CC2)sc1C,.,-24.3%,1.1%
Nc1ncnc2c1ncn2[C@@H]1O[C@H](CO)C[C@@H]1O,1.5%&2.9%,.,-0.1%&4.7%
CN1CCN(C(=S)NC(=O)c2cccc(S(=O)(=O)N(C)C)c2)CC1,0.5%,-13.8%,-0.6%
COc1cc2c(cc1NC(=O)CN1CCN(S(=O)(=O)c3ccc(C)cc3)CC1)oc1ccccc12,2.0%,-3.0%,-3.9%
COC(=O)Cn1cnc2sc(C)c(S(=O)(=O)N3CCC(C)CC3)c2c1=O,2.6%,-10.5%,2.0%
CCCC[C@@H]1C[C@H]1[C@@H](NC(=O)c1ccco1)c1ccc(Cl)cc1,-3.9%,?,2.4%
CS(=O)(=O)Nc1ccc(C2=NN(C(=O)c3ccco3)C(c3cccc(F)c3)C2)cc1 (stereo not given),5.8%,?,-15.8%
COc1cc(CNCCO)cc(Br)c1OCc1ccccc1Cl,1.9%,?,-24.2%
O=c1c(Cc2c(F)cccc2Cl)c(O)ccn1Cc1ccc(F)cc1,2.6%,18.8%,27.3%
O=C1c2ccccc2NC(c2ccc3c(c2)OCO3)N1Cc1ccco1 (stereo not given),2.1%,?,.
Cc1c(C(=O)NCCCn2ccnc2)oc2ccccc12,-3.6%,2.2%,-0.9%
CCC(C)c1c(O)nc(SCC(=O)Nc2ccccc2)[nH]c1=O (stereo not given),4.0%,-8.8%,?
CC(C)CCN1CC(O)=C(c2nc3ccccc3[nH]2)C1=N,6.8%,-28.9%,?
CC1CCN(C(=O)Cn2nnc(-c3ccc([N+](=O)[O-])cc3)n2)CC1,.,1.4%,-0.4%
O=C1CC(=O)C(n2cncn2)C(c2ccc(Cl)cc2)C1 (stereo not given),-3.2%,-0.8%,-10.1%
CCS(=O)(=O)NCCNc1ccc([N+](=O)[O-])cc1,-5.5%,-14.0%,-3.7%
COc1cccc(OCCNC(=O)c2ccc(C)cc2)c1,.,-1.9%,2.2%
COc1ccc(OC)c(-n2c(-c3ccc(C)cc3)n[nH]c2=S)c1,-3.4%,-1.4%,4.1%
CCOC(=O)c1ccccc1NS(=O)(=O)c1c(-c2ccc(C)cc2)csc1C(=O)OC,1.9%,5.8µM*,.
O=C(Cn1nnnc1-c1ccccc1F)Nc1ccc(F)c(F)c1,-2.3%,-21.0%,.
COc1ccc(C2=CSC3=NNC4(CCCCC4)NN23)cc1,0.5%,-13.4%,-7.0%
CCCn1nnnc1SCC(=O)N1CCCCC1,.,9.3%,0.4%
O=C(O)c1cccc(NC2=Nc3cccc4cccc2c34)c1,1.2%,-6.3%,4.0%
O=c1c2ccsc2ncn1Cc1ccccc1F,3.9%,-8.0%,-2.8%
CCOC(=O)N1CCN(C(=O)c2noc3c2COc2ccccc2-3)CC1,-0.2%,-0.2%,-3.2%
COc1ccccc1N(C)S(=O)(=O)c1ccc(C(=O)Nc2nc(C)cs2)cc1,5.0%,0.651µM*,4.4%
O=C(CSc1nc(-c2ccccc2)cc(=O)[nH]1)Nc1ccccc1F,.,8.2%&1.4%,4.9%
Cc1ccc(Cl)cc1NC(=O)CN1C=NS(=O)(=O)c2ccccc21,0.5%,-6.5%,.
COCCn1c(SCC(=O)Nc2cc(C)on2)nnc1-c1c[nH]c2ccccc12,2.0%,-26.5%,-1.3%
COc1ccccc1C(=O)N1CC(=O)Nc2ccc(C)cc2C1c1ccc(F)cc1 (stereo not given),.,-20.0%,-5.8%
CN(C)C1=NC[C@H](Cc2ccccc2)N1CCC1CCCC1,.,?,-27.1%
CC1=C(C(=O)NCc2ccccn2)C2(CCC(C)CC2)OC1=O (stereo not given),3.3%,0.7%,-13.0%
COc1ccc(OC)c(NC(=O)C2CCN(S(C)(=O)=O)CC2)c1,5.5%,10.4%,15.2%
